Source: PubChem BioAssay
GalR3 antag: antagonists of human GalR3. HEK293 GalR3-CNG cAMP membrane potential fluorescence; galR3 body fused to GalR1 C-terminus. inhibition, % at 3 µM. 0.44% of 360,000 active;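 active = inhibition above the screen-wide average plus 3 SD, cut at about 13% in these data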;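 also: forskolin and galanin both at EC90 stimulate the cells; cAMP rise reported by CNG channel membrane potential dye signal; 0% = forskolin plus galanin with DMSO and 100% = forskolin alone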
Target sequence (O60755 1-299 limits assumed): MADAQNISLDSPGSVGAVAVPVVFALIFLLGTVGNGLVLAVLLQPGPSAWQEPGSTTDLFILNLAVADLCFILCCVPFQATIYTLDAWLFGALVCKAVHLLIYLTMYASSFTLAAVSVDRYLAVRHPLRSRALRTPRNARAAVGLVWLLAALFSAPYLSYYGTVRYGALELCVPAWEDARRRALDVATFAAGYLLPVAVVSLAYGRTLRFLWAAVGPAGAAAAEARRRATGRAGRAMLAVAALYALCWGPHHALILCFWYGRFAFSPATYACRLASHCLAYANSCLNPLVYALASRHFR
PHOSPHO1 block: PHOSPHO1 (human) inhibition | Q8TCT1 | recombinant PHOSPHO1, absorbance phosphatase assay | inhibition, % at 13.3 µM | 1.1% of 290,000 active | AID 1565; in the data active = inhibition above about 60%
MEKK2wt PB1 HTS: raises or lowers MEK5 binding to wildtype human MEKK2 PB1 domain; bead flow cytometry, Alexa488-MEK5 binding to MEKK2 WT; actives lie on both sides; 1.1% of 290,000 active; Q9Y2U5; binding response (% of control), % at 10 µM; in the data active = binding response below about 67% or above about 130%
NALP1 inh: blocks the NALP1 inflammasome reconstituted in yeast. S. cerevisiae NALP1/ASC/caspase-1 growth, X-gal OD620, 72 h. 0.61% of 280,000 active. inhibition, % at 10 µM; in the data active = inhibition mostly above about 24%, no sharp cut-off; inactive = mostly below about 32%; also: some compounds called inactive have numbers as strong as hits
MEKK3 PB1 HTS: MEKK3-MEK5 PB1 interaction, increase or decrease; AID 1529; 1.4% of 290,000 active; bead-based flow cytometry, Alexa488-MEK5 binding to MEKK3; actives lie on both sides; 0 = blocked by unlabeled MEK5, 100 = vehicle; binding response (% of control), % at 10 µM; Q99759;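 active = binding response more than 3 SD above or below the average of its plate-row segment, actives on both sides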;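 also: Alexa488 bead fluorescence after subtracting the streptavidin-only scavenger bead signal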
Target sequence (Q99759 whole entry, looked up): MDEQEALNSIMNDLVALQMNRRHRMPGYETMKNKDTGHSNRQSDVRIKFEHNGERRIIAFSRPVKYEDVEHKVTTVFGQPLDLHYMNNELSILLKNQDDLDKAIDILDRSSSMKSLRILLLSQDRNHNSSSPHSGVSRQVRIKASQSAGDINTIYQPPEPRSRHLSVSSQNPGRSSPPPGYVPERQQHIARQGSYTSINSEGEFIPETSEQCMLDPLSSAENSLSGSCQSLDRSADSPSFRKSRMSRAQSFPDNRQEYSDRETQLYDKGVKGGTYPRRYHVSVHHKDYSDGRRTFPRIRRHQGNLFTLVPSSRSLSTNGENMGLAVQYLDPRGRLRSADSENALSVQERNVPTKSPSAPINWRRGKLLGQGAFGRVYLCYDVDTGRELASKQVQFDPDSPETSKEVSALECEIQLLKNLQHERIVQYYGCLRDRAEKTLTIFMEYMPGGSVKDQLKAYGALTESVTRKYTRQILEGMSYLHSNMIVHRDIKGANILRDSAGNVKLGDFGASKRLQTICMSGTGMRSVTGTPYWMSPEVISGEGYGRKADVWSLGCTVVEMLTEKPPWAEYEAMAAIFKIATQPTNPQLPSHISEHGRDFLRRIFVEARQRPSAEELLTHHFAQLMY
MEKK2mut PB1 HTS: signal of MEK5 binding to mutant human MEKK2 PB1 domain; bead flow cytometry, Alexa488-MEK5 binding to MEKK2 mutant; percent response, % at 10 µM; 0.35% of 290,000 active; AID 1530; in the data active = percent response above about 24%, passing the limit was not always enough; also: inactives centre near 1; some results filed as inactive read as strong as hits; reference of the scale not given here
V1R ag counter: activates human V1a receptor in oxytocin agonist counter-screen | CHO-V1R cells, Fluo-8 calcium fluorescence, agonist mode; 0% DMSO, 100% 3 nM vasopressin | activation, % at 3 µM | 0.25% of 320,000 active | AID 2797;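 active = activation above the mean activation of all tested compounds plus 3 SD, per screening run, cut at about 20% in these data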;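 also: signal is peak over basal fluorescence ratio across a 100 second FLIPR read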
OXTR agonist: activates the human oxytocin receptor | P30559 | CHO-OTR cells, Fluo-8 calcium fluorescence; normalized: DMSO 0%, oxytocin 100% | activation, % at 3 µM | 0.32% of 320,000 active;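 active = activation above the mean of all tested compounds plus 3 SD, cutoff set per screening run, cut at about 20% in these data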;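 also: peak over basal fluorescence ratio from a 100 s FLIPR kinetic read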
GPR7 antagonist: human neuropeptides B/W receptor 1 antagonism; AID 1861; inhibition, % at 4.4 µM; 1.1% of 290,000 active; P48145; GPR7-expressing cells, fluorescence antagonist assay; in the data active = inhibition above about 16%, passing the limit was not always enough;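 also: cells stimulated with the agonist NPW; 0% = agonist with vehicle and 100% = vehicle without agonist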
The depositor's hits bear a star; x = no result given; [ ] = another dose, or the depositor's remark. Random draw from the library. Share with any hit: about 5.4%.

SMILES	GalR3 antag	PHOSPHO1 block	MEKK2wt PB1 HTS	NALP1 inh	MEKK3 PB1 HTS	MEKK2mut PB1 HTS	V1R ag counter	OXTR agonist	GPR7 antagonist
CCn1c(SCc2nc3ccccc3c(=O)[nH]2)nnc1C(C)NC(=O)c1ccccc1 (configuration not stated)	0	-1	61	11	66	-14	-0.6	0.2	2
Cc1nn(C)c(C(=O)NNC(=O)Nc2cccc(C(F)(F)F)c2)c1Cl	-3	13	85	6	88	-9	4.8	3.3	15
Cc1ccc(C2C(C#N)=C3N=C(N)c4ccccc4N3C3=C2C(=O)CCC3)cc1 (configuration not stated)	-4	-2	97	x	103	3	0.6	0.3	-7
O=C(COC(=O)CNC(=O)c1ccc(Br)o1)Nc1ccc2c(c1)OCCO2	-4	9	106	4	105	10	-0.6	-1.1	-17
Cc1cccc(C)c1-n1c(C)nn(Cc2ccc([N+](=O)[O-])cc2)c1=O	2	-12	93	16	92	-8	0.0	-0.3	-4
CCOC(=O)C1=C(C(F)(F)F)Nc2ncnn2C1c1ccc(OC)c(OC)c1OC (configuration not stated)	-1	-12	106	26	109	-1	0.1	-0.6	-5
COCCn1c(SCC(=O)c2ccc(CNC(C)=O)o2)nc2ccccc2c1=O	-3	-25	104	17	99	1	0.1	-0.3	-4
CCOC(=O)c1c(C)oc2c(F)c(F)c(F)c(F)c2c1=O	-1	7	98	32	100	-4	-0.3	-0.2	-6
O=C(NC(Cc1c[nH]c2ccccc12)C(=O)N/N=C/c1cccnc1)c1cccs1 (configuration not stated)	10	34	104	-4	104	9	0.1	0.9	-9
Cc1cccc(NC(=O)NNC(=O)COc2ccc(Cl)cc2)c1	-3	16	103	12	103	1	-0.2	-0.6	-4
Cc1nonc1C1CCCN1Cc1cn[nH]c1-c1ccc2c(c1)OCO2 (configuration not stated)	3	40	102	12	102	2	0.6	-1.2	-18
Cc1ccc(CN(Cc2ccco2)C(=S)NCC(=O)NC2CC2)cc1	-3	6	102	-4	109	3	-1.2	1.7	-4
O=C1CN(C(=O)NCC(=O)N[C@@H](Cc2ccccc2)C(=O)O)c2ccccc2N1	-2	29	103	-1	100	1	1.5	1.9	-5
COc1ccc(S(=O)(=O)NNC(=O)c2cccs2)cc1	-4	26	93	2	101	-45	0.1	0.6	6
Cc1c(OCC(=O)N2CCC(C(=O)O)CC2)ccc2c3c(c(=O)oc12)CCC3	0	34	97	16	96	-3	0.8	0.2	7
Cc1nc2ccccn2c1/C(O)=C1\C(=O)C(=O)N(CCN2CCOCC2)C1c1cccs1 (configuration not stated)	x	23	100	x	96	2	-0.2	-0.1	-3
Cc1noc(C)c1C(=O)N1CCC(C(=O)c2ccc(F)cc2F)CC1	-6	39	90	3	93	-18	1.8	0.8	-17
COc1ccc(-n2sc3c(c2=S)-c2cc(OC)ccc2NC3(C)C)cc1	-1	4	112	28	108	8	-0.8	-1.1	-24
O=C(Nc1ccc(Cl)cc1)c1ccc(S(=O)(=O)N2CCOCC2)cc1	-9	-50	100	8	103	-3	8.3	6.8	2
O=C(CN1c2cccc3cccc(c23)S1(=O)=O)Nc1ccccc1	-3	21	96	-8	101	-2	1.6	0.2	-10
COc1cccc(OCc2cc(C(=O)N(C)C3CCOCC3)no2)c1	-3	28	104	8	106	6	0.7	0.6	-7
c1ccc2c(N3CCOCC3)c3c(nc2c1)CCC3	-9	10	98	22	98	0	-0.5	-1.7	-8
CCN(CC(=O)Nc1ccc(NC(C)=O)cc1)CC(=O)Nc1cccc(Cl)c1	-11	22	106	13	103	1	0.6	-0.2	-2
CC(=O)Nc1ccccc1C(=O)C(=O)Nc1cccc(C(=O)NC2CC2)c1	0	-15	102	-6	103	-2	0.8	-1.0	-7
CN(C)S(=O)(=O)c1ccc(Cl)c(NC(=O)CSc2nc3ccccc3c(=O)n2CCCN2CCOCC2)c1	-12	-7	103	27	98	-1	3.6	1.0	6
O=C1CC(c2cc(-c3ccccc3)no2)C1	-3	36	97	28	99	-1	-0.2	-0.1	14
CCc1nn(CC(=O)NCCCN(CC)Cc2ccccc2)c(=O)c2cc3sccc3n12	-5	16	104	7	105	6	-0.2	-0.9	-13
CC1CCC(NC(=O)CN2CCCN(Cc3ccc(F)cc3Cl)C2=O)CC1 (configuration not stated)	-1	14	100	6	99	2	2.9	7.3	-2
COc1ccccc1C(=O)Nc1sc2c(c1C#N)CCC2	x	25	100	14	96	0	1.5	0.6	17
Cc1cc(Br)ccc1NC(=O)CCN1C(=O)c2ccncc2C1=O	2	47	101	x	100	1	-0.7	-1.3	-2
O=C(Nc1ccc(CN2CCOCC2)cc1)c1cccc(F)c1	1	4	88	40	79	-11	-0.1	1.1	-3
COc1ccccc1NC(=O)c1c(NC(=O)c2ccco2)sc2c1CCC2	-5	5	93	-5	96	-10	1.1	0.4	-23
CSc1nc(C)c(C(=O)C[n+]2ccccc2C)cc1C#N	0	32	110	-12	106	4	0.9	2.3	-11
Cc1cccc(C)c1NC(=O)CCCSc1nnc(-c2ccc(Cl)cc2)n1-c1ccccc1	-3	-22	97	25	129	-1	-0.2	-1.8	-3
CC(C)C(C(=O)NCc1ccco1)N(Cc1ccco1)C(=O)CNS(=O)(=O)c1ccc(F)cc1 (configuration not stated)	-2	48	102	-24	100	1	1.8	-0.1	1
Cc1ccc(C)c(S(=O)(=O)N2CCC3(CC2)OCCO3)c1	-2	8	113	-11	109	7	-0.5	-1.1	-11
CN(CCO)C(=O)c1cccc2c1-c1ccccc1C2=O	-4	-7	90	-2	81*[inhibitor]	-11	1.3	1.2	1
CCOc1cccc(CN2CCN(Cc3ccc(C)o3)C(CCO)C2)c1O (configuration not stated)	-7	2	66	-11	68	-24	0.0	0.0	0
COCCn1c(-c2ccccc2F)n[nH]c1=S	-1	39	104	-2	99	1	-0.2	0.2	-12
COc1ccc(CN(C(=O)CSc2nnc(-c3c[nH]c4ccccc34)o2)c2ccc(F)cc2)cc1OC	-5	-9	109	6	109	4	2.0	1.6	6

A few values from the list.
Result of `COCCn1c(-c2ccccc2F)n[nH]c1=S` in GalR3 antag: -1
Result of `Cc1ccc(C)c(S(=O)(=O)N2CCC3(CC2)OCCO3)c1` in MEKK3 PB1 HTS: 109

Remaining list, next part
SMILES	GalR3 antag	PHOSPHO1 block	MEKK2wt PB1 HTS	NALP1 inh	MEKK3 PB1 HTS	MEKK2mut PB1 HTS	V1R ag counter	OXTR agonist	GPR7 antagonist
Cc1nc(=O)cc(-c2ccccc2)n1-c1ccccc1	3	-15	106	-14	107	7	0.4	-0.2	-3
CCCNC(=O)OC[C@H]1O[C@H](CCO/N=C/c2ccc(C(=O)N3[C@H](c4ccc(C)cc4)[C@@H](C)CC[C@H]3C(=O)OC)cc2)C=C[C@@H]1Oc1ccc(OC)cc1	x	14	95	30	102	-5	0.6	0.3	16
CCN(CC)P(=O)(Nc1ccc(C)cc1Br)c1ccc(N(C)C)cc1NC(=O)c1ccco1 (configuration not stated)	-5	-4	68	-6	82	-13	-1.2	-0.9	-7
Cn1cc(Br)c(C(=O)NNC(=O)c2ccccc2)n1	0	6	99	0	99	1	1.3	2.1	-5
CC(C)C(c1nnnn1C1CCCC1)N1CCC(C(N)=O)CC1 (configuration not stated)	-3	8	106	13	113	-2	0.5	0.2	2
CC1CCN(CCCNC(=O)CCc2nnc3n(CCc4ccccc4)c(=O)c4ccccc4n23)CC1	-4	38	115	0	103	6	3.4	2.2	-14
Cc1cccc(S(=O)Cc2ccc(C(=O)N3CCOCC3)o2)c1 (configuration not stated)	-6	37	98	-8	98	3	-0.5	0.0	-2
CCn1c(=O)c(C(=O)NCc2ccccc2Cl)c(O)c2ccccc21	-8	30	100	20	101	1	x	x	-30
O=[N+]([O-])c1ccc(Cl)cc1NCC1CCCO1 (configuration not stated)	-3	24	108	6	108	7	-2.6	-1.9	-16
CCOc1cc(NC(=O)c2ccccc2C(=O)O)c(OCC)cc1NC(=O)c1ccccc1F	-10	-8	97	-8	98	2	4.4	-2.0	3
CCC(C)NC(=O)C1CCCN(S(=O)(=O)c2ccc3c(c2)CC(C)N3C(C)=O)C1 (configuration not stated)	4	15	101	20	101	-1	-0.2	0.0	-3
CC(C)(C)C(=O)N1CCN(c2ccc([N+](=O)[O-])c(-n3nc(-c4ccccc4)c4ccccc4c3=O)c2)CC1	-10	5	94	25	97	-1	0.2	0.5	-19
CCCN1Cc2cccc(C(=O)Nc3ccc(CN4CCCC4)cc3)c2C1=O	-3	7	103	9	98	0	0.1	3.3	-19
CCN(CC(=O)NCc1ccncc1)S(=O)(=O)c1cc(Cl)ccc1Cl	-6	35	101	-4	100	1	1.8	1.9	-10
COc1ccccc1N1CCN(CCCCOc2ccc(C)cc2C)CC1	-4	24	122	-6	113	16	-1.2	-1.5	-11
c1ccc(-c2cc(N3CCCCC3)ncn2)cc1	1	16	103	10	100	4	-0.8	2.8	4
CCOC(=O)c1ccc(NC(=O)NCc2ccn(CC)n2)cc1	2	-20	107	-13	104	-2	0.0	-0.5	-5
CCOC(=O)C1CCN(CC(=O)c2c(C)[nH]c3cc(C)ccc23)CC1	-3	14	101	29	103	17	1.7	0.2	-12
CCOc1ccccc1C(=O)NC(C(=O)Nc1cccnc1)C(C)C (configuration not stated)	-6	20	95	3	100	-3	-1.2	-0.4	-4
CCN(CC)S(=O)(=O)c1ccc(Cl)c(NC(=O)COC(=O)c2ccc([N+](=O)[O-])o2)c1	-5	15	93	x	99	-5	2.4	1.4	-7

Only OXTR agonist, for 2 of the compounds above:
molecule,OXTR agonist
Cc1ccc(CN(Cc2ccco2)C(=S)NCC(=O)NC2CC2)cc1,1.7
CCN(CC(=O)Nc1ccc(NC(C)=O)cc1)CC(=O)Nc1cccc(Cl)c1,-0.2

Remaining list, next part
SMILES	GalR3 antag	PHOSPHO1 block	MEKK2wt PB1 HTS	NALP1 inh	MEKK3 PB1 HTS	MEKK2mut PB1 HTS	V1R ag counter	OXTR agonist	GPR7 antagonist
COCCn1c(Cc2ccccc2)nnc1SCC(=O)NC(C)C	-2	18	x	18	x	x	-0.1	-0.1	10
CCOC(=O)CSc1nc2c(sc(=S)n2CCc2ccccc2)c(=O)n1Cc1ccco1	-7	52	92	-1	98	1	1.3	0.0	9
O=C(NCc1ccccc1Cl)c1ccc(CS(=O)(=O)c2ccccc2)o1	-8	22	105	6	106	7	5.8	5.7	10
COc1ccc(NC(=O)CSc2ncnc3sc(C)cc23)cc1	-5	31	102	-4	105	-2	2.0	0.2	1
Cc1ccc(C(=O)Nc2cc(C)nn2CCC#N)cc1	-10	6	99	-4	98	3	0.2	0.2	2
CC(C(=O)N(C1CC1)C1(C(=O)Nc2ccccc2)CCCC1)N1C(=O)c2ccccc2C1=O (configuration not stated)	-3	-7	100	7	98	2	-1.3	-2.3	0
COc1cc(C(=O)N/N=C/c2ccc(OC)c(CN3CCN(c4ccc(F)cc4)CC3)c2)ccc1O	-8	-10	115	12	88	0	0.7	-1.4	23
O=C(Nc1ccc2c(c1)OCO2)C(c1ccccc1)N1CCC2(CC1)OCCO2 (configuration not stated)	-6	23	104	x	100	1	0.9	0.7	-8
O=C(NCc1ccc2c(c1)OCO2)c1ccc(COc2cc(Cl)ccc2Cl)o1	-5	12	93	-7	97	-4	2.4	1.7	1
COc1ccc(OC)c(-c2nnc(SCC(=O)N3CCCc4ccccc43)o2)c1	5	14	103	6	105	2	1.3	-1.8	-5

Exported with two lines to a compound: two of the compounds above.
Results follow in this order: GalR3 antag | PHOSPHO1 block | MEKK2wt PB1 HTS | NALP1 inh | MEKK3 PB1 HTS | MEKK2mut PB1 HTS | V1R ag counter | OXTR agonist | GPR7 antagonist
- COc1ccc(NC(=O)CSc2ncnc3sc(C)cc23)cc1
    -5 | 31 | 102 | -4 | 105 | -2 | 2.0 | 0.2 | 1
- Cc1ccc(C(=O)Nc2cc(C)nn2CCC#N)cc1
    -10 | 6 | 99 | -4 | 98 | 3 | 0.2 | 0.2 | 2
